# Source: PubChem (several laboratories)
# GLD-1 TGE inh – GLD-1-TGE RNA interaction inhibition (C. elegans). inhibition, % at 5.96 µM. actives 0.44% (n = 320,000). Q17339. AID 2280. purified GLD-1 + fluorescein TGE RNA, fluorescence polarization;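 active = percent inhibition above a per-plate cutoff, the plate mean of test compounds plus 3 SD, cut at about 30% in these data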;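 note: 0% = DMSO wells with GLD-1 and probe and 100% = wells lacking GLD-1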
# PAFAH1B2 inh – PAFAH1B2 (human) inhibition | actives 1.2% (n = 340,000) | recombinant PAFAH1B2, FP-rhodamine activity probe, fluorescence polarization | P68402 | AID 492953 | inhibition, % at 3.39 µM;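 active = inhibition above the mean of all tested compounds plus 3 SD, cut at about 24% in these data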;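 note: 0% = enzyme with DMSO and 100% = wells lacking PAFAH1B2; many of its hits are not listed in these tables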
# Target sequence (P68402 whole entry, looked up): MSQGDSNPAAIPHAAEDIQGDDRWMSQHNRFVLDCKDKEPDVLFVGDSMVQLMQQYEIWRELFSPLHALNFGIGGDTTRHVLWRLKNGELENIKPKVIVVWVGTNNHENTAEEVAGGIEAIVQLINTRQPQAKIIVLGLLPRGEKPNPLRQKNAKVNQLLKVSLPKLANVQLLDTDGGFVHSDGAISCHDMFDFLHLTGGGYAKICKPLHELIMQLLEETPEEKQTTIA
# pPAFAH FP inh – inhibitors of human plasma PAF acetylhydrolase (pPAFAH); recombinant pPAFAH, FP-rhodamine probe fluorescence polarization; inhibition, % at 3.39 µM; actives 1.5% (n = 330,000); AID 463082;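 active = inhibition above the mean inhibition across the screen plus 3 SD, cut at about 25% in these data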;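 note: inhibitors block binding of the rhodamine activity-based probe so polarization drops; 0% = enzyme with DMSO and 100% = wells lacking pPAFAH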
# Target sequence (Q13093 whole entry, looked up): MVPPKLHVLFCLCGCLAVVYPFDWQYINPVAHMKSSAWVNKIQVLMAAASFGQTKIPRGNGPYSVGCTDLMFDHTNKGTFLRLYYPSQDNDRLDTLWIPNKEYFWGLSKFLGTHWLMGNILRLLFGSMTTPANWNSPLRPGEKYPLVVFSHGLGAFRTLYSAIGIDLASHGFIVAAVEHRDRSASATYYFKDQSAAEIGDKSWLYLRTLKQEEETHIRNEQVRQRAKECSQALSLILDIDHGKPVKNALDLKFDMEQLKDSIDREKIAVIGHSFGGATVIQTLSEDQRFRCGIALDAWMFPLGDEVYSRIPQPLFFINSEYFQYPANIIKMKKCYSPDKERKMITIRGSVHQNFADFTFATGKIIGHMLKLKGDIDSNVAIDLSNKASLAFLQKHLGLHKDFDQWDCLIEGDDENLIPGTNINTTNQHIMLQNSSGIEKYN
# MEX-5 binding – C. elegans MEX-5 TCR-2 RNA binding activity | actives 0.38% (n = 300,000) | MEX-5/FITC-TCR2 RNA binding, fluorescence polarization; hits give low values | AID 1832 | Q9XUB2 | activity score (negative = inhibition of binding), % at 10 µM;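 active = inhibition past about -25% in most replicates, and total fluorescence under double the plate's negative control median, limit read from the data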;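 note: 0% = DMSO and -100% = 5 µM competing unlabeled TCR2 RNA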
# AHR activator – activates the human aryl hydrocarbon receptor; P35869; AHR-responsive luciferase reporter cells, luminescence; activation, % at 5 µM; actives 2.5% (n = 320,000); AID 2796; in the data active = activation above about 47%;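 note: 0% = vehicle wells and 100% = reference agonist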
# BCLXL inh – inhibitors of human Bcl-xL. Q07817. GST-Bcl-xL / FITC-Bim BH3 peptide fluorescence polarization. inhibition, % at 10.9 µM. actives 0.7% (n = 320,000);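 active = inhibition above the mean of all tested compounds plus 3 SD, cutoff set per campaign, cut at about 30% in these data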;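 note: 0% = DMSO wells and 100% = unlabeled Bim-BH3 peptide competitor; inhibitors lower millipolarization by displacing the labeled peptide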
# PME-1 primary – blocks human protein phosphatase methylesterase 1; Q9Y570; recombinant PME-1, FP-Rh probe fluorescence polarization; inhibition, % at 5.9 µM; actives 0.53% (n = 320,000); AID 2130;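 active = inhibition above the campaign mean of all compounds plus 3 SD, cut at about 26% in these data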;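 note: competitive labeling of PME-1 active site by serine hydrolase directed probe; 0% = PME-1 with DMSO and 100% = wells lacking PME-1 enzyme; inhibitors block probe labeling so polarization falls and inhibition rises; many of its hits are not listed in these tables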
# Target sequence (Q9Y570 whole entry, looked up): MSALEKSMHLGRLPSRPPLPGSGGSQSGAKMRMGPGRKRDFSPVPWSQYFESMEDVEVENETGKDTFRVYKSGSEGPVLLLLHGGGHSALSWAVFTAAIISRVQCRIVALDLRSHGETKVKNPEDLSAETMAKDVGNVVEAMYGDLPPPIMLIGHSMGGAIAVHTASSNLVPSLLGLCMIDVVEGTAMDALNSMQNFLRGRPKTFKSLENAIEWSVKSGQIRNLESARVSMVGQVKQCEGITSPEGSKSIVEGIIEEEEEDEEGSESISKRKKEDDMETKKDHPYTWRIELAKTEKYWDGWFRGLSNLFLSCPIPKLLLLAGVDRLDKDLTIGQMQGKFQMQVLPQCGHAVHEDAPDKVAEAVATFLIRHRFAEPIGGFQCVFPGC
# MCL1-BIM inh – inhibitors of human MCL1 binding to BIM-BH3 peptide. Q07820. GST-MCL1 / FITC-Bim-BH3 fluorescence polarization. inhibition, % at 10.9 µM. actives 0.68% (n = 320,000). AID 2057;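 active = inhibition above the mean inhibition of all tested compounds plus 3 SD, set per campaign, cut at about 40% in these data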;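 note: 0% = DMSO wells and 100% = unlabeled Bim-BH3 peptide control; higher means more loss of mP so more displacement of Bim peptide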
# Fam108B counter – Fam108B inhibition, counter-screen for RBBP9 inhibitors; AID 1947; actives 0.33% (n = 300,000); recombinant Fam108B, FP-Rh probe fluorescence polarization; inhibition, % at 9.51 µM;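 active = inhibition above the screen mean inhibition plus 3 SD, computed separately per campaign, cut at about 18% in these data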;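 note: inhibitors lower polarization as less probe binds the enzyme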
# Numbers without * were called inactive; . = no result given. These rows are one share of the data; count on the stated rates, not on these rows.
SMILES,GLD-1 TGE inh,PAFAH1B2 inh,pPAFAH FP inh,MEX-5 binding,AHR activator,BCLXL inh,PME-1 primary,MCL1-BIM inh,Fam108B counter
CC(=O)c1cccc(NC(=O)C2=CC(c3cccs3)=NS(=O)(=O)N2C)c1,4,-2,7,-2.7,3,6,-2,5,-2
C=CCC[C@@H](Cc1ccc(F)cc1)C(=O)OC[C@H](Cc1c[nH]c2ccccc12)NC(=O)[C@@H](CC=C)CC(=O)NCCO,6,5,11,.,-1,.,.,.,.
Cc1cccc(OCCOCCN2CCOCC2)c1C,-11,3,1,0.7,-2,4,0,0,-2
O=C(CN1CCN(Cc2cccc(Cl)c2)C1=O)NCc1cccs1,-1,7,9,-3.1,-2,9,3,-3,5
CC(C)C(=O)c1cn(CC(=O)O)c2ccccc12,-1,8,3,1.5,8,5,-2,-2,0
Cn1c(N)c(C(=O)COC(=O)c2ccccn2)c(=O)n(C)c1=O,5,4,1,-2.9,-1,4,-4,0,5
O=C(OCC(=O)N1CCCCC1)c1ccc2c(c1)C(=O)N(Cc1ccco1)C2=O,5,3,8,.,-1,-3,-1,-1,.
CC1(C)CC(=O)c2sc(NC(=O)C3CC3)nc2C1,4,5,-3,-7.1,-5,0,0,-1,2
COc1ccc2cc(-c3ccn[nH]3)ccc2c1,-1,8,3,1.5,3,3,-1,0,-6
O=S(=O)(NCc1ccco1)c1ccc(S(=O)(=O)N2CCCC2)cc1,1,9,0,-0.1,0,-4,4,-3,0
Cc1ccc(NC(=O)C2CCCN(S(=O)(=O)c3c(C)noc3/C=C/N(C)C)C2)c(C)c1 (stereo not given),-21,2,4,4.2,-2,-20,0,-24,-1
CC1(C)Cc2c(c(=S)nc(-c3ccccc3)n2CCO)CO1,9,-3,7,-0.9,5,10,0,15,-4
CCOc1ccccc1C1CC(=O)NC2=C1C(=O)CCC2 (stereo not given),2,3,-1,1.2,1,2,-3,-1,1
COC(=O)CSc1nnc(CNC(=O)Cc2ccccc2)n1-c1ccccc1OC,7,7,1,.,1,1,4,-9,2
N/C(=N\OC(=O)C1CCCCC1)c1cccc([N+](=O)[O-])c1,3,5,2,.,26,-6,0,-8,-2

# Compound profiles, as listed above. Values in the order: GLD-1 TGE inh	PAFAH1B2 inh	pPAFAH FP inh	MEX-5 binding	AHR activator	BCLXL inh	PME-1 primary	MCL1-BIM inh	Fam108B counter
# O=C(CN1CCN(Cc2cccc(Cl)c2)C1=O)NCc1cccs1 is listed as -1	7	9	-3.1	-2	9	3	-3	5
# Cc1cccc(OCCOCCN2CCOCC2)c1C is listed as -11	3	1	0.7	-2	4	0	0	-2
# COC(=O)CSc1nnc(CNC(=O)Cc2ccccc2)n1-c1ccccc1OC is listed as 7	7	1	.	1	1	4	-9	2
# O=C(OCC(=O)N1CCCCC1)c1ccc2c(c1)C(=O)N(Cc1ccco1)C2=O is listed as 5	3	8	.	-1	-3	-1	-1	.

# More structures:
SMILES,GLD-1 TGE inh,PAFAH1B2 inh,pPAFAH FP inh,MEX-5 binding,AHR activator,BCLXL inh,PME-1 primary,MCL1-BIM inh,Fam108B counter
CCOC(=O)CNC(=S)N(Cc1ccccc1)Cc1ccccc1F,2,-2,2,0.4,-2,-1,-4,-1,1
O=C(Cc1ccsc1)OCC(=O)c1ccccc1,0,7,11,.,2,.,.,.,.
CC(C)=CCCC(C)CN1CCC(n2nccc2NC(=O)c2ccccc2)CC1 (stereo not given),3,1,2,-4.3,1,4,1,5,-5
COc1cc(C(=O)N2C(=O)c3cccc(N)c3C2=O)cc(OC)c1OC,11,1,3,-2.0,1,12,4,8,1
CN1N=C(c2ccc(Cl)cc2)CC(c2ccc(Cl)cc2)C1=O (stereo not given),1,-3,3,0.1,2,1,8,3,1
CCOc1cc2[nH]c(=S)n(CCCN3CCOCC3)c(=O)c2cc1OCC,1,5,4,0.8,9,1,3,4,1
CC(C)[C@@H](C(=O)N1CCCC1)N1C(=O)N2CCc3c([nH]c4ccccc34)[C@@]2(C)C1=O,5,6,4,0.8,4,-3,2,-4,0
COc1ccccc1C(=O)NCCC(=O)NCC(c1ccccc1)N(C)C (stereo not given),5,2,0,-0.9,21,2,-8,0,-2
CCOC(=O)c1c(C)[nH]c(C=C2C(=O)CCCC2=O)c1O,18,6,3,-6.1,-2,20,-2,22,-4
CCCC(NC(=O)Cc1c(C)c2cc3c(C)c(C)oc3c(C)c2oc1=O)C(=O)N[C@@H](Cc1ccccc1)C(=O)O (stereo not given in full),2,0,-8,0.7,0,2,-6,-5,2
Cc1ccc(NC(=O)COC(=O)CN2C(=O)NC3(CCCC3)C2=O)cc1S(=O)(=O)N(C)C,-2,4,3,-0.8,2,-2,-3,-2,1
C=CCSC(=S)Nc1c(C)n(C)n(-c2ccccc2)c1=O,7,4,5,.,-1,7,-10,0,1
O=C(O)[C@@H]1CCCN1S(=O)(=O)c1cccc(S(=O)(=O)N2CCC[C@H]2C(=O)O)c1,-2,9,-7,2.7,2,3,5,-3,4
COc1cc(NS(=O)(=O)c2ccc(NC(=O)c3ccc(Cl)cc3Cl)cc2)ncn1,3,19,1,1.3,-1,3,-3,-3,1
O=C(CCSCCC(=O)NCc1ccc(F)cc1)NCc1ccc(F)cc1,0,-1,8,-3.0,1,2,2,8,-5
OCC1(Cc2ccccc2)CCN(Cc2cccc(F)c2F)CC1,-1,4,0,0.6,0,2,-1,-4,1
Cc1ccc2nc(NCCC(=O)O)nc(-c3ccccc3)c2c1,-7,1,7,-0.8,-1,0,-1,7,-4
COc1ccc(CN/C(C)=C(/C#N)C(N)=O)cc1OC,4,5,1,3.3,-3,-1,2,-4,-3
Cc1ccc(N2CCN(/N=C/C=C/c3ccccc3)CC2)cc1,1,0,-5,-1.5,1,4,-7,-5,-2
Cc1ccc(S(=O)(=O)NC(CC(C)C)C(=O)Nc2ccncc2)cc1 (stereo not given),0,25*,2,0.9,-1,1,-9,4,2
COc1cc(C(O)c2nc3ccccc3n2C)cc(OC)c1OC (stereo not given),2,-2,5,1.4,4,4,-3,-5,0
N#CC1CC(c2ccccc2)=NN1c1ccccc1[N+](=O)[O-] (stereo not given),5,1,10,3.0,44,6,0,1,-1
Cc1ccc(S(=O)(=O)N2CCOCC2)cc1C(=O)OCC(=O)NCCc1ccc(F)cc1,0,16,4,.,-2,.,.,.,.
Cc1occc1C(=O)N1CCCc2ccccc21,-5,8,2,1.4,7,6,0,7,1
O=S(=O)(c1ccc(NC(=S)N2CCN(c3ccc(O)cc3)CC2)cc1)N1CCOCC1,-3,.,6,-1.0,0,10,2,14,2
O=C(NCC(c1cccnc1)N1CCN(c2ccc(F)cc2)CC1)c1ccco1 (stereo not given),5,9,2,-1.2,-1,151*,0,0,5
Cc1cccc(NC(=O)Cn2c([N+](=O)[O-])cnc2C)c1C,0,.,7,-1.3,3,9,3,5,-5
Cc1c(C(=O)NCc2ccccc2)oc2ccc(S(=O)(=O)N3CCC4(CC3)OCCO4)cc12,3,9,0,2.5,2,2,3,1,7
N#Cc1ccccc1Cn1c(=O)oc2ccccc21,3,0,-1,0.2,23,-5,-4,-13,-1
O=C(O)C1C(C(=O)Nc2ccc(Cl)cc2)C2C=CC1C21CC1 (stereo not given),-8,6,-3,-0.4,2,3,6,2,-5

# Laid out differently: six of the compounds above
# Every second line gives: GLD-1 TGE inh | PAFAH1B2 inh | pPAFAH FP inh | MEX-5 binding | AHR activator | BCLXL inh | PME-1 primary | MCL1-BIM inh | Fam108B counter
- Cc1ccc(S(=O)(=O)N2CCOCC2)cc1C(=O)OCC(=O)NCCc1ccc(F)cc1
  0 | 16 | 4 | . | -2 | . | . | . | .
- Cc1cccc(NC(=O)Cn2c([N+](=O)[O-])cnc2C)c1C
  0 | . | 7 | -1.3 | 3 | 9 | 3 | 5 | -5
- COc1cc(NS(=O)(=O)c2ccc(NC(=O)c3ccc(Cl)cc3Cl)cc2)ncn1
  3 | 19 | 1 | 1.3 | -1 | 3 | -3 | -3 | 1
- CCOC(=O)CNC(=S)N(Cc1ccccc1)Cc1ccccc1F
  2 | -2 | 2 | 0.4 | -2 | -1 | -4 | -1 | 1
- O=S(=O)(c1ccc(NC(=S)N2CCN(c3ccc(O)cc3)CC2)cc1)N1CCOCC1
  -3 | . | 6 | -1.0 | 0 | 10 | 2 | 14 | 2
- Cc1ccc2nc(NCCC(=O)O)nc(-c3ccccc3)c2c1
  -7 | 1 | 7 | -0.8 | -1 | 0 | -1 | 7 | -4

# The results go on.
SMILES,GLD-1 TGE inh,PAFAH1B2 inh,pPAFAH FP inh,MEX-5 binding,AHR activator,BCLXL inh,PME-1 primary,MCL1-BIM inh,Fam108B counter
Cc1cc(C)cc(NC(=O)N2CCC(NC(=O)c3ccccc3C)CC2)c1,0,2,5,2.7,15,2,-1,2,-3
O=C(Nc1ccccc1)OCc1cncs1,-8,0,0,-2.7,6,2,0,-4,1
CCOc1ccc(NC(=O)CN(c2ccc(OC)cc2)S(C)(=O)=O)cc1,2,-4,1,0.8,17,3,-5,7,-4
CCOC(=O)c1cc(C)n(-c2ccc(Cl)cc2)c1C,2,5,-3,-0.7,2,8,-2,2,0
COc1ccccc1CC(=O)Nc1ccc(OC)c(OC)c1,-1,4,2,-0.4,5,3,-6,7,-2
CCc1noc(C)c1C(=O)N1CCN(S(=O)(=O)c2ccc(C(C)C)cc2)CC1,2,5,2,0.2,-2,-3,7,-16,1
CCCc1nc2ccccc2c(=O)n1/N=C/c1ccc(O)cc1,-3,9,-3,1.8,6,8,0,-3,-1
CCC(C)n1c(=N)c(C#N)cc2c(=O)n3cc(C)ccc3nc21 (stereo not given),9,-6,2,-34*,-1,10,2,5,-4
COc1ccc(Cl)cc1NC(=O)c1cccc(N2C(=O)C3CC=CCC3C2=O)c1 (stereo not given),7,5,-6,2.7,4,-2,-4,-9,1
Cc1ccc(Cl)cc1N1C(=O)CC(C)(C)CC1=O,2,3,4,-4.1,-1,-1,-3,-1,2
CC(NC(=O)c1cccc(Cl)c1)C1CC2CCC1C2 (stereo not given),-2,9,-2,-2.0,3,0,-2,0,-1
COc1ccc(OC)c(NC2c3ccccc3C(=O)N2Cc2ccc3c(c2)OCO3)c1 (stereo not given),4,0,1,-4.1,17,1,2,-1,3
O=C(Nc1ncccc1O)C1CCN(S(=O)(=O)c2ccc3ccccc3c2)CC1,0,-3,3,-1.8,0,5,2,4,0
CCCNc1nc(C)nc2c1cnn2CCc1ccccc1,2,4,0,-1.3,68*,4,3,7,-1
CC(=O)N(Cc1cc(=O)[nH]c2ccccc12)c1ccccc1,-10,4,4,-0.5,10,3,3,9,-1

# With a hit mark in PAFAH1B2 inh, among the entries above:
Structure | GLD-1 TGE inh | PAFAH1B2 inh | pPAFAH FP inh | MEX-5 binding | AHR activator | BCLXL inh | PME-1 primary | MCL1-BIM inh
Cc1ccc(S(=O)(=O)NC(CC(C)C)C(=O)Nc2ccncc2)cc1 (stereo not given) | 0 | 25* | 2 | 0.9 | -1 | 1 | -9 | 4

# Other compounds follow.
SMILES,GLD-1 TGE inh,PAFAH1B2 inh,pPAFAH FP inh,MEX-5 binding,AHR activator,BCLXL inh,PME-1 primary,MCL1-BIM inh,Fam108B counter
O=C(COc1ccccc1Cl)NC(=S)Nc1ccccc1N1CCCC1,8,0,7,-0.4,21,3,4,6,-5
COc1ccccc1N1CCN(c2nc(C)cc(C)c2C#N)CC1,-2,0,2,-0.9,5,1,0,-1,5
CC1CN(c2ncc(/C=N/NC(=O)c3ccccc3O)s2)CC(C)O1 (stereo not given),1,3,0,1.2,27,6,-3,8,1
CC1(C)CC(=O)C(N=Nc2ccc3ncsc3c2)=C(O)C1,-12,2,1,-13,12,2,0,4,1
